# Source: PubChem
# NLRP3 yeast inh: NALP3 inflammasome inhibitors in reconstituted yeast, primary screen, luminescence, uHTS; Yeast reconstituted NLRP3/ASC/caspase-1, beta-gal luminescence, 24 h; inhibition, % at 10 µM; 0.39% of 330,000 active;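 active = inhibition of 50% or more; inactive = inhibition below 50%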;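 note: plate controls were induced DMSO wells for no effect and uninduced yeast grown without galactose for full effect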
# tim23-1 inh: growth inhibitors of tim23-1 mutant yeast, primary screen, luminescence, uHTS. AID 463212, 2010. 1.3% of 330,000 active. S. cerevisiae tim23-1 growth, BacTiter-Glo luminescence, 24 h. inhibition, % at 20 µM;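 active = growth inhibition of the mutant yeast at or above 50%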;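 note: temperature-sensitive mutant grown at 25 °C; plate controls were DMSO-treated mutant yeast for no effect and medium wells lacking yeast for full effect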
# MPTP inh: mitochondrial permeability transition pore inhibitors, primary screen, biochemical, isolated mouse mitochondria, absorbance. Ca2+ swelling absorbance, 30 min. inhibition, % at 10 µM. 1.4% of 360,000 active. AID 602449, 2012;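 active = inhibition of 50% or more, scaled per plate between neutral and stimulator controls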;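 note: 0% = DMSO wells given calcium and 100% = 1 mM EGTA wells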
# NR3A LBD binder: binders of NR3A ligand-binding domain, primary screen, biophysical, differential scanning fluorimetry, uHTS; NR3A LBD differential scanning fluorimetry, Tm shift; 0% = protein alone, 100% = glycine-bound protein; Tm shift relative to glycine control, % at 25 µM; AID 1259313, 2017; 2.5% of 340,000 active;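 active = melting temperature shift of at least 10% of the positive control shift, at one fixed dose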
# APJ ag: agonists of human apelin receptor APJ, primary screen, CHO-K1 cells, PathHunter beta-arrestin, luminescence; P35414; 0% DMSO wells, 100% apelin; activation, % at 20 µM; 0.11% of 330,000 active; AID 2520, 2010;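 active = activation more than six SD over the plate average, tested at 20 µM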;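 note: 0% = DMSO alone and 100% = apelin-13 at 10 nM; some results filed as inactive read as strong as hits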
# Target sequence (P35414 whole entry, looked up): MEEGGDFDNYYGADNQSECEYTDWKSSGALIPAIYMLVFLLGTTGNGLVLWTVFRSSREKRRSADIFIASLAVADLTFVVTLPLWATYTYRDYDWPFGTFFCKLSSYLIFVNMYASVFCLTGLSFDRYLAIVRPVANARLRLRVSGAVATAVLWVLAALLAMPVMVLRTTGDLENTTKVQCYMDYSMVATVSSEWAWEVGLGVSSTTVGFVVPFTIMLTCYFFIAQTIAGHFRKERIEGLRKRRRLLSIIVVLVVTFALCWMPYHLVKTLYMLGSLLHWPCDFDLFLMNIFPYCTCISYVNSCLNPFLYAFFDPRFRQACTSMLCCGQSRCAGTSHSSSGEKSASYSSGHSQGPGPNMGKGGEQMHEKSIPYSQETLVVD
#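 Incubation: overnight seeding, 90 min compound at 25 °C, 1 h detection; test system: PathHunter CHO-K1 APJ (AGTRL-1) beta-arrestin reporter cells; amount: 1000 cells/well; doses: one dose, 20 µM compound, 1% DMSO; measured by: beta-gal luminescence; measure: agonist-driven arrestin binding to APJ; benchmarks: negative DMSO alone, positive Apelin-13 at 10 nM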
# TIM10 inh: growth inhibitors of isogenic TIM10 control yeast, primary screen, counter-screen for tim10-1 yeast inhibitor project, luminescence, uHTS; S. cerevisiae TIM10 strain growth, BacTiter-Glo luminescence, 24 h; inhibition, % at 10 µM; 1.4% of 330,000 active; AID 463195, 2010;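 active = inhibition of 40% or more at the single tested concentration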;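 note: wild-type TIM10 isogenic control strain grown at permissive 25 °C; 0% = DMSO yeast wells and 100% = minimal medium wells without yeast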
# tim10-1 inh: growth inhibitors of tim10-1 mutant yeast, primary screen, luminescence, uHTS. inhibition, % at 20 µM. S. cerevisiae tim10-1 ts strain growth, BacTiter-Glo, 24 h. 2.2% of 330,000 active;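 active = inhibition of at least 40%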;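 note: mutant grown at 25 °C; 0% = DMSO wells with yeast and 100% = wells holding no yeast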
# beta cell repl: inducers of MIN6 beta-cell proliferation, primary screen, ATP luminescence, uHTS; MIN6 cells proliferation, ATPlite luminescence, 48 h; cells starved in 0.2% serum; 100% = growth in 10% serum; proliferation, % at 10 µM; 0.29% of 330,000 active;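 active = compounds whose signal lies at least 3.5 SD above the mean of all wells on their plate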;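 note: 0% = DMSO-treated cells in low-serum medium and 100% = 10% serum control; some compounds called inactive have numbers as strong as hits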
# APJ antag: antagonists of human apelin receptor APJ, primary screen, CHO-K1 cells, beta-arrestin complementation, luminescence | P35414 | inhibition, % at 20 µM | 0.32% of 330,000 active | AID 2521, 2010;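 active = inhibition above about 40% at 20 µM, limit read from the data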;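 note: cells challenged with 10 nM apelin-13 agonist together with compound; plate controls were apelin-13 plus DMSO wells for no effect and DMSO wells lacking apelin-13 for full effect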
# Starred values were filed as active, the others as inactive; x = not tested or not shown.
# Letters: A = NLRP3 yeast inh; B = tim23-1 inh; C = MPTP inh; D = NR3A LBD binder; E = APJ ag; F = TIM10 inh; G = tim10-1 inh; H = beta cell repl; I = APJ antag
1) CCn1ccnc1CN(C)C(=O)c1cc(COc2ccccc2SC)on1
  A: 14	B: 8	C: 0.0	D: -1	E: 1	F: 11	G: 11	H: 0	I: 6
2) COc1ccc(C2/C=C\CN(C(=O)C3CC3)CC(=O)N2Cc2ccc(F)cc2)cc1 (centres undefined)
  A: -26	B: 25	C: -1.6	D: 0	E: -3	F: 6	G: 23	H: -2	I: 11
3) CC(=O)Nc1ccc(S(=O)(=O)Oc2ccc3c(c2)C(C)=CC(C)(C)N3)cc1
  A: 14	B: 20	C: x	D: x	E: 5	F: 18	G: 23	H: -7	I: -36
4) CC(=O)Nc1ccc(NC(=O)C2CCCN2S(=O)(=O)c2cccc3nsnc23)cc1 (centres undefined)
  A: 10	B: 11	C: -5.6	D: -1	E: -2	F: 13	G: 7	H: 1	I: -4
5) N/C(=N\O)c1ccc(NC(=O)c2ccc(Br)o2)cc1
  A: 4	B: 9	C: 0.3	D: -5	E: 0	F: 4	G: 6	H: 2	I: -4
6) COc1cc2c(cc1NC(=O)/C=C/c1cc(OC)c(OC)c(OC)c1)oc1ccccc12
  A: 11	B: 27	C: 0.3	D: 27*	E: 0	F: 0	G: 19	H: -2	I: -4
7) Cc1cccnc1NC(=O)CCCN1C(=O)c2ccccc2C1=O
  A: 27	B: 21	C: 0.3	D: 2	E: 0	F: 17	G: 23	H: 3	I: -11
8) CN1CCN(C(=O)c2ccccc2NC(=O)c2ccccc2)CC1
  A: 10	B: 10	C: -1.0	D: -1	E: 3	F: 5	G: 8	H: -3	I: 11
9) c1cncc(-c2ccc3[nH]ccc3c2)c1
  A: 33	B: 18	C: 0.0	D: 0	E: -3	F: 7	G: 15	H: -1	I: -2
10) CCc1nnc2c(N(C)S(=O)(=O)c3ccc(C)cc3)nc3ccccc3n12
  A: 18	B: -11	C: -1.3	D: 3	E: -2	F: -5	G: 4	H: -1	I: -6
11) O=C1CCNc2c(Cl)cccc21
  A: 12	B: -4	C: 0.5	D: -2	E: -2	F: 3	G: 3	H: -1	I: -2
12) COc1cccc(NC(=O)CN(C)C(=O)c2cc(-c3ccccc3)nn2-c2ccccc2)c1
  A: 0	B: 24	C: -0.5	D: -1	E: 1	F: 3	G: 8	H: -4	I: 5
13) O=C(Nc1ccccn1)C12CC3CC(C1)CC(C(=O)Nc1ccccn1)(C3)C2
  A: -5	B: 19	C: -0.3	D: 1	E: -1	F: 26	G: 26	H: 4	I: 6
14) O=C1NC[C@@H](Cc2ccc(O)cc2)N(CCc2cccc3ccccc23)C1=O
  A: 11	B: -5	C: -1.6	D: -1	E: -2	F: -10	G: -20	H: 3	I: -15
15) COc1ccc(/C=C/C(=O)OCC(=O)NCCC2=CCCCC2)cc1
  A: 28	B: 10	C: -0.3	D: -1	E: -2	F: 15	G: -7	H: -3	I: 2

# Exported with tabs: 13 of the compounds above
no.	mol	NLRP3 yeast inh	tim23-1 inh	MPTP inh	NR3A LBD binder	APJ ag	TIM10 inh	tim10-1 inh	beta cell repl	APJ antag
1	CCn1ccnc1CN(C)C(=O)c1cc(COc2ccccc2SC)on1	14	8	0.0	-1	1	11	11	0	6
2	COc1ccc(C2/C=C\CN(C(=O)C3CC3)CC(=O)N2Cc2ccc(F)cc2)cc1 (centres undefined)	-26	25	-1.6	0	-3	6	23	-2	11
3	CC(=O)Nc1ccc(S(=O)(=O)Oc2ccc3c(c2)C(C)=CC(C)(C)N3)cc1	14	20	x	x	5	18	23	-7	-36
4	CC(=O)Nc1ccc(NC(=O)C2CCCN2S(=O)(=O)c2cccc3nsnc23)cc1 (centres undefined)	10	11	-5.6	-1	-2	13	7	1	-4
5	N/C(=N\O)c1ccc(NC(=O)c2ccc(Br)o2)cc1	4	9	0.3	-5	0	4	6	2	-4
6	COc1cc2c(cc1NC(=O)/C=C/c1cc(OC)c(OC)c(OC)c1)oc1ccccc12	11	27	0.3	27*	0	0	19	-2	-4
7	Cc1cccnc1NC(=O)CCCN1C(=O)c2ccccc2C1=O	27	21	0.3	2	0	17	23	3	-11
8	CN1CCN(C(=O)c2ccccc2NC(=O)c2ccccc2)CC1	10	10	-1.0	-1	3	5	8	-3	11
9	c1cncc(-c2ccc3[nH]ccc3c2)c1	33	18	0.0	0	-3	7	15	-1	-2
10	CCc1nnc2c(N(C)S(=O)(=O)c3ccc(C)cc3)nc3ccccc3n12	18	-11	-1.3	3	-2	-5	4	-1	-6
11	O=C1CCNc2c(Cl)cccc21	12	-4	0.5	-2	-2	3	3	-1	-2
12	COc1cccc(NC(=O)CN(C)C(=O)c2cc(-c3ccccc3)nn2-c2ccccc2)c1	0	24	-0.5	-1	1	3	8	-4	5
13	O=C(Nc1ccccn1)C12CC3CC(C1)CC(C(=O)Nc1ccccn1)(C3)C2	-5	19	-0.3	1	-1	26	26	4	6

# Continuation.
# Sequence of screens – NLRP3 yeast inh	tim23-1 inh	MPTP inh	NR3A LBD binder	APJ ag	TIM10 inh	tim10-1 inh	beta cell repl	APJ antag
[16] O=C(O)CCCn1cc(NC(=O)COc2ccc([N+](=O)[O-])cc2)cn1
 : -1	7	-1.4	2	-1	9	2	-1	5
[17] O=c1[nH]c(/C=C/c2ccc(Cl)cc2Cl)c([N+](=O)[O-])c(=O)[nH]1
 : 6	6	1.1	-5	0	4	15	-5	1
[18] O=C(O)c1ccc2c(c1)-c1nc3ccccc3n1C2=O
 : -5	0	-1.0	0	-4	5	6	-3	4
[19] COc1cccc(NC(=O)CSc2nncn2-c2ccccn2)c1
 : 2	20	0.1	0	0	4	10	-2	-1
[20] CCOC(=O)c1c(NC(=O)CCC(=O)O)sc2c1CC(C)(C)OC2
 : 5	5	-2.2	0	-4	9	20	2	-25
[21] CCOC(=O)c1cc2c(=O)[nH]ccc2nc1C(F)(F)F
 : -14	3	0.4	0	-5	-6	-5	1	-7
[22] CCC(C)NC(=S)Nc1ccc2nc(N3CCN(CC)CC3)cc(C)c2c1 (centres undefined)
 : 6	2	2.1	-1	-2	-14	2	-1	4
[23] COc1ccc(C(CNC(=O)C(=O)Nc2ccc3c(c2)OCO3)N2CCN(C)CC2)cc1 (centres undefined)
 : 10	2	-2.7	2	4	5	-13	-1	-30
[24] O=C(N/N=C/c1ccc([N+](=O)[O-])o1)c1cc(-c2cccc(Br)c2)nc2ccccc12
 : 2	31	2.8	4	3	34	44*	-4	-1
[25] O=C(CN1CCC(C(=O)c2cccc(F)c2)CC1)NCc1cccs1
 : 10	7	-0.4	-1	0	23	24	-2	-14
[26] Cc1ccc(C)c(-n2c(CNC(=O)c3ccco3)nnc2SCC(=O)N2CCc3ccccc32)c1
 : 5	-24	-0.8	0	-6	-22	16	-1	6
[27] O=C(/C=C/c1cccs1)c1ccc(N2CCOCC2)cc1
 : 45	10	-0.4	2	-3	-10	-4	-6	14
[28] Cn1cc(CN2CCC(Oc3ccc(C(=O)N4CCCCC4)cc3)CC2)cn1
 : 25	2	-1.9	0	4	-19	-9	-1	-14

# Taken from above.
# Reading for no. 19 in APJ ag: 0
# Reading for no. 20 in beta cell repl: 2

# Reprinted at random: 2 records from the list, in no set order.
# Sequence of screens – NLRP3 yeast inh	tim23-1 inh	MPTP inh	NR3A LBD binder	APJ ag	TIM10 inh	tim10-1 inh	beta cell repl	APJ antag
[15] COc1ccc(/C=C/C(=O)OCC(=O)NCCC2=CCCCC2)cc1
 : 28	10	-0.3	-1	-2	15	-7	-3	2
[12] COc1cccc(NC(=O)CN(C)C(=O)c2cc(-c3ccccc3)nn2-c2ccccc2)c1
 : 0	24	-0.5	-1	1	3	8	-4	5
